MITF primary: inhibitors of human MITF; O75030; AID 1259374; inhibition, % at 2.6 µM; 650,000 tested, 0.91% active; AlphaScreen MITF homodimerization, bead proximity signal; in the data active = inhibition above about 50%;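 note: 0% = vehicle wells with protein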
Target sequence (O75030 whole entry, looked up): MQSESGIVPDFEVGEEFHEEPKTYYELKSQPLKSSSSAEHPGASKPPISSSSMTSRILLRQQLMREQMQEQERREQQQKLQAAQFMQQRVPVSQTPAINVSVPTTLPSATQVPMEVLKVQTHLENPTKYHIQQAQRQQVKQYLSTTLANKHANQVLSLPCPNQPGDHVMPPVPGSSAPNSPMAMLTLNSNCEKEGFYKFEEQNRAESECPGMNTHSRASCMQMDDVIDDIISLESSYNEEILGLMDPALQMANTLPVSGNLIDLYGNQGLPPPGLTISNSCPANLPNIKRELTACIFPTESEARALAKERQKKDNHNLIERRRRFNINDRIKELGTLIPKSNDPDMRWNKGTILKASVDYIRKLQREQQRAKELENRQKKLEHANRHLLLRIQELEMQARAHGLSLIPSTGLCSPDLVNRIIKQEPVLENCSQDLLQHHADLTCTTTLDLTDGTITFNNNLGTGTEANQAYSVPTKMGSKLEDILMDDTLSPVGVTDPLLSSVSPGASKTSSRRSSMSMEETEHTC
GPR151 activ: activates the human receptor GPR151. PathHunter beta-arrestin GPR151 cells, luminescence. activation, % at 11.2 µM. 650,000 tested, 1% active; in the data active = activation above about 4.9%;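 note: 0% = median of compound wells and 100% = cells with positive control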
Target sequence (Q8TDV0 whole entry, looked up): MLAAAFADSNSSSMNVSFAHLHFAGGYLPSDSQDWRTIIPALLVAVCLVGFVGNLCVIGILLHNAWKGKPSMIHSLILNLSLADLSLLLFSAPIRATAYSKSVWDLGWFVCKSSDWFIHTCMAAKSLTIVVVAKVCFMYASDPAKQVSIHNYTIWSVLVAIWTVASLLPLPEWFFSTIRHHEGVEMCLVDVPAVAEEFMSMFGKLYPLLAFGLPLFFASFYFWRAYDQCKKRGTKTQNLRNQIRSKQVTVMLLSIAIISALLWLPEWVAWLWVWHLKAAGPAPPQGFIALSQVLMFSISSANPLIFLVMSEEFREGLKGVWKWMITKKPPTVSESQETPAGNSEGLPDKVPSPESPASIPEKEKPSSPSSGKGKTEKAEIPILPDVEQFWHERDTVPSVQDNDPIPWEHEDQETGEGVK
TEAD-YAP inh: TEAD-YAP interaction inhibition; HEK-TIYL cells, TEAD-Gal4/YAP UAS-luciferase luminescence; AID 1259422; 640,000 tested, 1.4% active; inhibition, % at 9.12 µM; in the data active = inhibition above about 32%;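 note: 0% = median of test compound wells and 100% = reference inhibitor wells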
FBW7 act: activators of human E3 ligase FBW7 | Q969H0 | AlphaScreen FBW7–phospho-cyclin E peptide binding, activator screen | normalized activity (activation), % at 26.1 µM | 650,000 tested, 0.13% active | AID 1259310; in the data active = normalized activity above about 1.9%;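 note: purified mutant Fbw7 with reduced substrate affinity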
* = called active by the depositor; · = no result given. This is a random part of the collection; any-hit rate near 3.4%.

SMILES,MITF primary,GPR151 activ,TEAD-YAP inh,FBW7 act
COc1ccc(C2(CNC(=O)c3ccc(NC(=O)c4ccco4)cc3)CCOCC2)cc1,2,-3.0,-3,-0.2
Cc1ccc(-n2c(-c3ccc(Cl)cc3)nc3c(cnn3-c3ccccc3)c2=O)cc1,18,-0.3,3,0.2
Cc1ccc(OCC(=O)Nc2ccc(-c3nc4ncccc4o3)cc2)cc1C,19,2.2,-18,0.8
Cc1noc(C)c1-c1cc(C(=O)Nc2ccc(Oc3ccccc3)cc2)ccn1,9,0.5,-9,0.0
Clc1ccc(CN2CCN(CC3CC4C=CC3C4)CC2)cc1 (stereo unspecified),26,-0.5,-5,-0.1
COc1ccc(OC)c(CN2CCN(S(=O)(=O)c3ccccc3[N+](=O)[O-])CC2)c1,37,-0.2,-13,0.0
CCOc1ccc(-c2csc(-n3nc(C)cc3NC(=O)COC)n2)cc1,9,0.6,0,0.1
CC(C)N(CCNC(=O)c1ccc2nc(NC3CCN(Cc4ccccc4)CC3)sc2c1)C(C)C,-5,0.7,-5,-0.1
CCc1nc(C(N)=O)c2[nH]c(=O)n(-c3ccc(OC)cc3)c2n1,2,1.0,0,-0.1
Cc1ccc(Oc2ccc(NC(=O)C(CC(C)C)N3C(=O)c4ccccc4C3=O)cc2)cc1 (stereo unspecified),15,-1.3,4,0.1
Cn1nc(C(=O)Nc2cccc(Cl)c2)c2c1-c1ccccc1S(=O)(=O)C2,-12,-3.7,-4,0.0
Cc1nn(CC(=O)NCc2cccc(Br)c2)c(=O)c2cccn12,9,-2.6,11,0.7
O=c1nc(SCc2ccccc2)c2c([nH]1)CCC2,6,2.1,13,0.0
C(=N\Nc1ccc2ccccc2n1)/c1ccc2c(c1)OCCO2,3,-1.5,80*,-0.1
COC(=O)C1=CN(Cc2ccc(OC)cc2)C=C(C(=O)OC)C1c1ccc([N+](=O)[O-])cc1,8,-0.6,-2,-0.2
CC(C)c1nnc(SCC(=O)c2ccccc2)n1C,4,0.2,-30,-0.1
O=[N+]([O-])C1COC(c2ccccc2)OC1 (stereo unspecified),8,-2.2,3,-0.1
CCOc1ccc(NC(=O)c2sc3nc(N)c(C#N)c(-c4ccc(OC)c(OC)c4)c3c2N)cc1,16,-1.1,-3,0.3
CC12CC3CC(C)(C1)CC(OCCNC(=O)Cn1ncc4c(=O)oc5ccccc5c41)(C3)C2,4,1.4,14,0.1
COC(=O)C(C)Oc1cc(C)cc2oc(=O)cc(C)c12 (stereo unspecified),3,-0.2,14,0.0
O=C(N/N=C/c1ccccc1[N+](=O)[O-])c1ccccn1,2,-5.2,2,-1.0
Cc1cc(C)n(-c2nc3ccccc3nc2N2CCN(C)CC2)n1,0,3.4,-14,0.5
COCC(C)NCc1cc2c(cc1[N+](=O)[O-])OCO2 (stereo unspecified),24,1.8,-7,0.1
Nc1nc2c(nc(N/N=C\c3ccco3)n2C2OC(CO)C(O)C2O)c(=O)[nH]1 (stereo unspecified),-17,-0.8,-72,0.0
Cc1cc(C)n(CCNC(=O)CCc2nnc(CCCc3ccccc3)o2)n1,-2,-0.2,-40,-0.1
COc1ccc(Nc2ccc(N3CCCCC3)nn2)cc1OC,11,1.1,-66,0.0
COc1ccc(NC(=O)CN(c2ccc(OC)c(OC)c2)S(=O)(=O)c2ccc(C)cc2)cc1OC,-5,-0.1,11,0.0
O=C(O)c1ccc(Cl)c(S(=O)(=O)NCCc2ccc(Cl)cc2)c1,3,2.4,2,0.0
CCN(CC)CC#CC(O)(C(C)C)C(C)C,-2,2.3,15,0.0
O=C(O)COc1ccccc1C(Nc1cccnc1)c1cc(Cl)c2cccnc2c1O (stereo unspecified),-4,1.5,2,-0.2
O=C(NCCN1CCOCC1)c1ccc2nc(Nc3ccc(C(F)(F)F)cc3)sc2c1,-2,1.0,-34,0.3
COc1ccc(C(=O)NC2(Cc3ccccc3F)N=C3C=C(C)C=CN3C2=O)cc1 (stereo unspecified),-2,0.1,-4,-0.1
Cc1cc(C(=O)NC2CCCCC2)c2cc(F)ccc2n1,-10,0.2,-23,-0.1
CCOc1cccc(-c2cc(C(=O)NN)[nH]n2)c1,6,-0.2,-12,0.0
CCCN1C(=O)/C(=c2\sc3n(c2=O)C(c2ccc(OC)cc2)C(C(=O)OCC)=C(C)N=3)c2ccccc21 (stereo unspecified),21,-0.7,-6,0.4
O=C(NCc1ccc2c(c1)OCO2)c1ccc([N+](=O)[O-])cc1,9,0.2,9,-0.1
CCOc1ccccc1NC(=O)C(=O)N/N=C/c1cc(Br)ccc1O,0,-0.1,5,0.1
Cc1cnc(NCCN2CCOCC2)nc1NCc1cccc(C(F)(F)F)c1,-6,1.4,32*,0.0
Cc1ccc(S(=O)(=O)Nc2ccccc2C)cc1,8,1.0,7,0.2
c1ccc(OCCNc2cc(-c3cccs3)ncn2)cc1,12,2.2,-24,0.3
Clc1nc(-c2ccccc2Cl)c2cc(Br)ccc2n1,1,1.6,0,0.0
COc1ccc(OC)c(C(=O)COC(=O)C2CC2C)c1 (stereo unspecified),4,0.9,0,0.1
COc1ccc(OC)c(NC(=O)CCCNC(=O)Cn2cnc3sc(C)c(C)c3c2=O)c1,-1,0.0,-8,-0.1
COc1ccc2c(c1)O[C@@H](c1cccc(C(F)(F)F)c1)C(OC(=O)N[C@H]1CCCc3ccccc31)C2=O (stereo partly specified),10,0.0,·,0.0
O=C(CSc1ccc(Cl)cc1)Nc1nccs1,-1,-1.0,-6,-0.1
CCNC(=O)c1ccc2c(c1)CC(c1nc3ccc(-c4ccnc(N)n4)cc3[nH]1)CO2 (stereo unspecified),-2,-0.4,6,0.0
Cc1ccccc1Cn1cc(NC(=O)c2cc(-c3cccs3)on2)cn1,9,0.7,-16,0.2
O=C1CCCN1CCCNc1nc(Nc2ccccc2)nc2c1ncn2-c1ccsc1,9,0.8,65*,-0.3
COc1nc(N)nc(C/C(=N\NC(=O)c2cccnc2)C2CC2)n1,-7,-0.3,-10,-0.1
COc1ccc(CNCCC2(O)CCOC(C)(C)C2)cc1 (stereo unspecified),40,1.1,-2,-0.1

Remaining list, next part
SMILES,MITF primary,GPR151 activ,TEAD-YAP inh,FBW7 act
CCOC(=O)c1sc(NC(=O)COc2cc(C)ccc2C(C)(C)C)c(C(=O)OCC)c1C,4,-1.2,16,-0.1
CCc1cccc(CC)c1NC(=O)C1CC1,7,-0.7,5,0.4
O=S(=O)(c1cccc2ccccc12)N1CCCCC1,2,-1.2,0,0.9
Cc1[nH]c2ccccc2c1C(=O)C(=O)N1CCC2(CC1)CC(=O)c1ccccc1O2,0,-1.2,10,-0.1
CCOc1ccc(NC(=O)C2CCCN(S(=O)(=O)c3c(C)noc3C)C2)cc1 (stereo unspecified),3,-0.2,5,0.0
CCOC(=O)CSc1nc2c(cc1C#N)CCCCC2,8,0.1,-50,0.0
O=C(Cn1nnc2ccccc2c1=O)NCCc1ccc(Cl)cc1,8,0.6,4,0.3
O=C(Cc1c(F)cccc1Cl)N1CC(c2nc3ccccc3[nH]2)C1,4,0.4,-11,-0.2
CC1=C(C)CC(C(=O)Nc2ccc(C(=O)N3CCOCC3)cc2)C(C(=O)O)C1 (stereo unspecified),12,0.4,-3,0.0
CCOC(=O)CSc1nc(NCc2ccccc2)c2ccccc2n1,5,1.7,9,-0.1

Structural class, those above with a nitro group on carbon
SMILES,MITF primary,GPR151 activ,TEAD-YAP inh,FBW7 act
COc1ccc(OC)c(CN2CCN(S(=O)(=O)c3ccccc3[N+](=O)[O-])CC2)c1,37,-0.2,-13,0.0
COC(=O)C1=CN(Cc2ccc(OC)cc2)C=C(C(=O)OC)C1c1ccc([N+](=O)[O-])cc1,8,-0.6,-2,-0.2
O=[N+]([O-])C1COC(c2ccccc2)OC1 (stereo unspecified),8,-2.2,3,-0.1
O=C(N/N=C/c1ccccc1[N+](=O)[O-])c1ccccn1,2,-5.2,2,-1.0
COCC(C)NCc1cc2c(cc1[N+](=O)[O-])OCO2 (stereo unspecified),24,1.8,-7,0.1
O=C(NCc1ccc2c(c1)OCO2)c1ccc([N+](=O)[O-])cc1,9,0.2,9,-0.1

The results go on.
SMILES,MITF primary,GPR151 activ,TEAD-YAP inh,FBW7 act
C#CCOc1ccc2c(c1)c(C(=O)OCC)c(C)n2-c1ccc(N(CC)CC)cc1,4,0.9,-8,-0.1
O=[N+]([O-])c1ccc(/C=N/Nc2ncc(-c3ccc([N+](=O)[O-])cc3)cn2)cc1,11,-0.3,-3,-0.1
COC(=O)c1ccc(-n2c(C)cc(/C=C(\C#N)C(=O)Nc3ccccc3)c2C)cc1,16,-0.4,-2,0.1
CCOCCOC(=O)C1=C(C)NC2=C(C(=O)CC(c3ccc(OC)cc3)C2)C1c1cccc([N+](=O)[O-])c1 (stereo unspecified),5,0.8,13,-0.1
Cc1ccc(-c2cc(C(F)(F)F)n3nc(C(=O)NCCCn4ccnc4)cc3n2)cc1C,4,1.5,0,-0.3
CCCOc1ccccc1C(=O)Nc1nnc(SCC)s1,67*,-2.0,-4,0.8
O=c1c2c(nc3nc(-c4ccc(Cl)cc4)[nH]n13)CCC2,-1,0.2,-17,-0.2
CN(CC12CC3CC(CC(C3)C1)C2)C(=O)COc1ccccc1,-6,0.4,4,0.0
CS(=O)(=O)C1=NSC2=NC(=O)/C(=C\c3cccn3-c3cccc(F)c3)C(=N)N21,3,0.6,2,0.0
COc1cc(NC(=O)CSc2nnc(C3CCCCC3)n2N)cc(OC)c1,7,0.9,13,-0.3
O=C(NCc1ccccc1)c1ccc(CSc2ccc(Cl)cc2)cc1,-3,0.1,0,-0.2
N#CC1=C(N)N(c2ccc(Cl)cc2)C2=C(C(=O)CCC2)C1c1ccc2c(c1)OCO2 (stereo unspecified),10,-0.1,6,-0.2
COc1ccccc1NC(=O)c1cc(S(=O)(=O)NCc2ccc(C)cc2)ccc1F,3,-0.8,-7,0.1
Cc1ccc(Nc2nc(NN)nc(NC(C)(C)C)n2)cc1,12,-2.2,29,-0.5
O=C(NCc1ccco1)C1CCCN1C(=O)Nc1ccccc1F (stereo unspecified),2,-0.7,1,0.0
CCN(CC)S(=O)(=O)c1cccc(C(=O)Nc2cccc(O)c2)c1,25,0.0,29,0.1
CCc1ccc(NC(=O)c2ccc(F)c(S(=O)(=O)N3CCN(c4cccc(C)c4)C(C)C3)c2)cc1 (stereo unspecified),-3,0.6,-4,0.1
O=C(Cc1cn(-c2ccc(N3CCN(Cc4ccc5c(c4)OCO5)CC3)nn2)c2ccccc12)NCCCN1CCCC1=O,4,-1.8,5,0.0
COC(=O)C(CC(C)C)NC(=O)Cc1ccc(OC)c(OC)c1 (stereo unspecified),-14,0.2,8,-0.1
CCOc1cc(/C=C(\C#N)C(N)=O)ccc1OS(=O)(=O)c1ccccc1,6,2.2,6,-0.2
COc1ccc(-n2cc(C(=O)Nc3c(F)cc(F)cc3Br)c3ccccc3c2=O)cc1,-9,-0.5,4,0.1
Cc1noc(C)c1C(=O)N1CCN(C/C=C/c2ccccc2)CC1,-9,-0.1,-18,0.3
Cc1cccc(CCNC(=O)c2ccc(CNc3c(N4CCC(C)CC4)c(=O)c3=O)cc2)c1,-7,2.7,10,0.2
CCOC(=O)N1CCN(C(=O)C2CC23CCN(C(=O)c2ccc4[nH]ccc4c2)CC3)CC1 (stereo unspecified),2,0.2,-2,-0.1
CC1CN(C(=O)NCc2ccccc2)c2cc(Cl)ccc2O1 (stereo unspecified),-6,-0.5,-11,-0.2

Copied from the results shown for reference:
SMILES,MITF primary,GPR151 activ,TEAD-YAP inh,FBW7 act
COC(=O)C(CC(C)C)NC(=O)Cc1ccc(OC)c(OC)c1 (stereo unspecified),-14,0.2,8,-0.1
CCOc1cc(/C=C(\C#N)C(N)=O)ccc1OS(=O)(=O)c1ccccc1,6,2.2,6,-0.2
COc1ccc(-n2cc(C(=O)Nc3c(F)cc(F)cc3Br)c3ccccc3c2=O)cc1,-9,-0.5,4,0.1
Cc1noc(C)c1C(=O)N1CCN(C/C=C/c2ccccc2)CC1,-9,-0.1,-18,0.3
Cc1cccc(CCNC(=O)c2ccc(CNc3c(N4CCC(C)CC4)c(=O)c3=O)cc2)c1,-7,2.7,10,0.2

Compound activity from PubChem.
